NSD2 inh – inhibitors of human histone methyltransferase NSD2; O96028; NSD2 peptide methylation, AlphaScreen, 120 min; inhibition, % at 12.5 µM; 0.54% of 310,000 active; in the data active means inhibition above about 50%
PvdQ inh – blocks Pseudomonas aeruginosa PvdQ acylase activity. purified PvdQ acylase, fluorescence plate reader. inhibition, % at 10 µM. 0.063% of 340,000 active; in the data active means inhibition above about 30%, passing the limit was not always enough; inconclusive means no clear call, values can overlap the other calls;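 further: 0% = vehicle neutral wells and 100% = reference inhibitor wells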
Arrestin-AP2 inh – human beta-arrestin and AP2 interaction inhibition; inhibition, % at 10 µM; 0.31% of 340,000 active; FITC-arrestin peptide / GST-AP2 beads, flow cytometry; AP2 beta2 appendage carries R879A mutation; AID 504490;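 active means inhibition above a set limit, near 3 SD of compounds lacking own fluorescence, cut at about 54% in these data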;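 further: plate controls were DMSO wells for no effect and 5 µM unlabelled arrestin peptide for full effect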
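test system = AP2 appendage R879A on GSH beads | buffer or medium = PBS plus Tween 20 (0.05%) and BSA (0.1%) | incubation = 12 min plus 1 h, RT | detection = bead flow cytometry, FITC channel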
SR-BI HDL uptake – blocks mouse SR-BI lipid uptake from DiI-HDL; Q61009; ldlA[mSR-BI] CHO cells, DiI-HDL uptake fluorescence, 3 h; inhibition, % at 12.5 µM; 0.96% of 320,000 active; AID 488896;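 active means mean replicate inhibition of at least 70% and a set share of replicates each scoring 70 or more; inconclusive means meets just one of the two criteria; inactive means fails both criteria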;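 further: 0% = median of neutral control wells and 100% = median of positive control wells; values of inactives mirror those of a sister screen read the other way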
Target sequence (Q61009 whole entry, looked up): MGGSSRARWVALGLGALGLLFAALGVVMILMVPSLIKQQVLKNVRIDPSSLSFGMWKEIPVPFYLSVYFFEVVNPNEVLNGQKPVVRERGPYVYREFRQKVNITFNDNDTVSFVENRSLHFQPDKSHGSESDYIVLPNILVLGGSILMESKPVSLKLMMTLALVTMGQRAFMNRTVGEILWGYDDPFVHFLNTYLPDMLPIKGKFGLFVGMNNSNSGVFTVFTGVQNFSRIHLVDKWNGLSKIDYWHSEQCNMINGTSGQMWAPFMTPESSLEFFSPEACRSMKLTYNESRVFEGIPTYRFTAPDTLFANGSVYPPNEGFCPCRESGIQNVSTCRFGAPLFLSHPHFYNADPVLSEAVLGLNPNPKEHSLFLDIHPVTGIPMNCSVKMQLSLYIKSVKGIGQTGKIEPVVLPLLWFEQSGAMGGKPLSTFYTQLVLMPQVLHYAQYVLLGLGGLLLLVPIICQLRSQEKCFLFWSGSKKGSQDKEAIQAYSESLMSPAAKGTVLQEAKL
Cardiac RTF inh – cardiac RTF calcium desensitization | inhibition, % at 7.15 µM | 0.12% of 340,000 active | IANBD-labeled cardiac RTF, Ca2+ fluorescence;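 active means inhibition above the mean inhibition of all tested compounds plus 3 SD, cut at about 17% in these data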;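 further: assay run at fixed EC70 calcium of 1.6 mM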
SR-BI DiI-HDL act – SR-BI HDL lipid transfer activation; activation, % at 12.5 µM; 0.096% of 320,000 active; AID 504775; CHO ldlA[mSR-BI] cells, DiI-HDL uptake fluorescence, 3 h; 100 = double the neutral-control signal;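 active means mean replicate activation of at least 60% and every replicate at or above 60%; inconclusive means mean or all-replicate condition met, but not both; inactive means mean below 60% and not all replicates reaching 60%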;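 further: 0% = median plate neutral-control signal and 100% = twice that signal; values of inactives mirror those of a sister screen read the other way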
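Test system: SR-BI-overexpressing, LDLR-lacking CHO cells. Measured by: DiI fluorescence, bottom read. Medium: Ham's F12 with 0.5% BSA, HEPES 25 mM, pH 7.4. Timing: 3 h uptake period with compound, 37 °C.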
Keap1-Nrf2 PPI – inhibitors of human Keap1-Nrf2 protein-protein interaction; 0.15% of 340,000 active; Q14145; inhibition, % at 9.4 µM; Keap1 Kelch-Nrf2 peptide fluorescence polarization, 1536-well; in the data active means inhibition above about 12%; inconclusive means no clear call, values can overlap the other calls; inactive means below about 7.3%;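 further: human Keap1 Kelch domain with fluorescein labeled Nrf2 9mer peptide probe; 0% = neutral control wells and 100% = peptide positive control; higher means more block of Keap1 binding to Nrf2 peptide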
DAGLB inhibitor – diacylglycerol lipase beta (human) inhibition; Q8NCG7; HEK293T DAGLB membrane lysate, EnzChek fluorogenic substrate; inhibition, % at 5.17 µM; 0.059% of 340,000 active; in the data active means inhibition above about 34%;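 further: 0% = enzyme with vehicle and 100% = wells lacking enzyme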
LANA DNA inh – inhibitors of KSHV LANA C-terminal domain DNA binding; MBP-C-LANA/FAM-LBS DNA binding, fluorescence polarization; inhibition, % at 9 µM; 0.078% of 340,000 active;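 active means highest replicate inhibition at or above 60% at 9 µM, even if other replicates fall short; inactive means all replicates below 60% inhibition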;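 further: 0% = neutral control wells and 100% = 4 µM acridine orange control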
PKA-R2B act – activators of human PKA-R2B complex. AID 504700. PKA-R2B holoenzyme dissociation, Cy5-IP20 fluorescence polarization; R2B truncated from residue 108, S112A mutant; 0% DMSO only, 100% 113 µM cGMP. P22694+P31323. activation, % at 11.4 µM. 0.079% of 340,000 active;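 active means activation above a cutoff set at the mean over all compounds plus 3 SD, cut at about 18% in these data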;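 further: higher means more holoenzyme dissociation and a rise in polarization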
Target sequence (P31323 whole entry, looked up, other chains not shown, the tested form may be a part): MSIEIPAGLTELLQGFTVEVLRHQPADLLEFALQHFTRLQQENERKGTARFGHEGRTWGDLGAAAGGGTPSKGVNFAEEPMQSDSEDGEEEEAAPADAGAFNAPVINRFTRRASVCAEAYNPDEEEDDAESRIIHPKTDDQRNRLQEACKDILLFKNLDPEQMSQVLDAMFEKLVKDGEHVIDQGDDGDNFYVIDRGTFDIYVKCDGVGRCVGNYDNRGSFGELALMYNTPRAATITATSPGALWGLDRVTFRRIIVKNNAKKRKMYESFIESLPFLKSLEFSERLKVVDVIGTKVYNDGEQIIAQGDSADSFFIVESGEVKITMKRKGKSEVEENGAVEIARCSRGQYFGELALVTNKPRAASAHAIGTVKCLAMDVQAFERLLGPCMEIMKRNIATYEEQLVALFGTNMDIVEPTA
The depositor's hits bear a star; ? = inconclusive; . = no result given. Rows were taken by chance; any-hit rate near 2.1%.

structure,NSD2 inh,PvdQ inh,Arrestin-AP2 inh,SR-BI HDL uptake,Cardiac RTF inh,SR-BI DiI-HDL act,Keap1-Nrf2 PPI,DAGLB inhibitor,LANA DNA inh,PKA-R2B act
COc1ccc(N(CC(=O)NN=C2CCN(C)CC2)S(=O)(=O)c2ccc(NC(C)=O)cc2)cc1,11.0,-1.6,18.2,.,-11.9,.,0.6,-1.1,-1.5,-3.3
Cc1ccccc1C(=O)NCC(=O)OC(C)C(=O)Nc1cccc(S(=O)(=O)N2CCOCC2)c1 (centres undefined),-1.2,-7.3,7.4,-8.7,1.1,8.7,-5.8,-3.1,0.2,4.1
O=S(=O)(NN1CCOCC1)c1ccc(Br)cc1,1.1,-16.9,-4.9,-479.5,-0.3,?,-4.1,0.6,-2.0,-4.8
O=C(CN1CCOCC1)Nc1cc(Cl)ccc1Cl,-2.0,-2.5,8.4,-16.8,-6.5,16.8,0.3,1.3,-0.6,5.7
COc1ccccc1-n1c(=O)[nH]c2c(C(N)=O)nc(-c3cccnc3)nc21,.,6.4,14.8,.,-5.0,.,-0.8,0.7,-0.8,-3.3
C/C(=N\Nc1ccc(F)cc1F)c1ccc(N2CCOCC2)cc1,-1.5,0.8,13.8,12.5,0.3,-12.5,3.9,2.5,0.0,-4.2
CCOC(=O)C1=C(C)N(CCCCCC(=O)O)C(=O)NC1c1cccc([N+](=O)[O-])c1 (centres undefined),.,-10.3,-6.8,-13.6,-2.9,13.6,-1.1,0.3,-0.3,0.8
C/C(=N\NC(=O)Cn1c(C)nc2ccccc21)c1cccs1,29.7,-5.4,1.2,-7.4,-1.1,7.4,-6.7,2.4,-2.6,1.5
CC(C)c1cc(-c2cc(-c3ccc(Cl)cc3)on2)nc(NC2CCCC2)n1,.,-0.3,14.1,10.5,1.5,-13.9,-4.1,1.0,3.0,-13.2
Cc1ccc(C(=O)Nc2cc([N+](=O)[O-])ccc2F)s1,-1.1,-13.3,-4.3,30.5,-1.8,-30.5,3.8,-4.5,-0.5,-7.5
C/C(=C\C(=O)c1ccc(Cl)cc1)Nc1ccc(N2CCOCC2)cc1,-1.4,-1.9,0.7,-2.4,-0.6,2.4,-0.3,0.2,-0.5,2.0
O=C(/C=C\NCC(=O)c1ccccc1)c1ccc2ccccc2c1,8.7,-10.7,-11.8,3.1,0.4,-3.1,-4.9,0.5,-1.5,-0.4
Cn1/c(=N/N=C/c2ccc(Cl)c([N+](=O)[O-])c2)sc2ccccc21,1.1,-2.6,5.3,-110.2,9.7,?,-0.9,0.9,0.1,-18.0
Cc1cc(C)cc(NC(=O)CN2CCc3ccccc3C2)c1,-2.1,-11.9,2.4,-1.2,0.7,1.2,1.9,-6.8,0.3,-1.7
COC(C(=O)Nc1ccnn1C1CCN(Cc2nccs2)CC1)c1ccccc1 (centres undefined),-0.9,-10.9,7.1,12.0,-5.5,-12.0,-5.2,0.6,1.0,-5.7
Fc1ccc(-n2c(Cn3nnc4ccccc43)n[nH]c2=S)cc1,-2.1,4.4,-43.0,-2.9,-0.7,2.9,1.7,3.0,0.1,-5.3
COc1cc(C)ccc1S(=O)(=O)n1nc(C)cc1C,-1.6,-13.8,-2.5,4.1,-7.0,-4.1,-4.7,-1.7,2.2,-2.2
O=C(CCN1C(=O)c2ccccc2C1=O)C1=NN[C@@H]2C(=O)N(c3cccc(Cl)c3)C(=O)[C@H]12,9.1,-14.5,-1.1,-34.7,-6.3,34.7,-5.4,-3.6,0.4,1.3
CCOc1ccc(CCNC(=O)c2cc(-c3ccccc3)c(N3CCOCC3)s2)cc1,.,-5.0,-4.0,.,-0.1,.,0.5,-10.8,-3.0,-5.9
COc1ccc(-c2nnc(SCC(=O)N3CCCC3)o2)c(OC)c1,-0.1,-10.2,-2.5,.,-5.3,.,3.0,-0.2,0.1,0.8
Cc1ccc(S(=O)(=O)N(C)CC(=O)OCC(=O)N2CCN(c3ccccc3)CC2)cc1,-1.1,-6.2,-1.8,4.7,-10.6,-4.7,-4.7,1.2,-0.5,13.0
Cc1ccccc1-n1c(SCC(=O)N2CCCCC2)nc(O)cc1=O,-2.8,-16.9,2.9,-23.9,4.4,23.9,-3.9,-1.0,-0.2,-4.3
CCCC(=O)N1CCN(c2nc(CC(C)C)c3c(c2C#N)CCC3)CC1,-7.1,-12.5,-4.8,42.3,-1.4,-42.3,-3.8,-3.8,0.8,-1.9
CCCCC(=O)Nc1ccc(C(=O)Nc2ccc(S(=O)(=O)Nc3nccc(C)n3)cc2)cc1,-2.4,-11.3,9.1,-1.7,-13.1,1.7,2.6,1.1,-0.6,14.6
CSc1nc(-c2ccccc2)c2cc(Cl)ccc2n1,-0.9,-15.3,.,21.4,-12.0,-21.4,-0.5,-9.3,-0.3,-1.4
CC(=O)N1C(=O)C2(C(C#N)=C(N)Oc3n[nH]c(-c4ccccn4)c32)c2ccccc21 (centres undefined),-0.6,-9.8,6.7,-6.0,1.4,6.0,-0.2,4.0,0.0,-10.7
Cc1ccc(Nc2nc(C)cc(C)c2C(N)=O)c(C)c1,-1.4,-1.5,13.8,13.7,9.0,-13.6,-2.1,1.6,-0.1,-5.5
Cc1cc(C)c(C(=O)NC2CCCc3c2cnn3-c2cccc(C)c2C)o1 (centres undefined),3.5,0.4,38.3,-5.4,1.4,5.4,5.0,-1.1,1.0,-5.5
CC(C)CC(NC(=O)OC(C)(C)C)C(=O)NCc1ccccc1 (centres undefined),-0.7,0.1,-1.1,-35.7,-8.6,35.7,2.4,0.1,0.0,4.8
CC(C)C(C)(C#N)NC(=O)CSc1nc2scc(-c3ccco3)c2c(=O)n1-c1ccccc1 (centres undefined),3.6,-16.2,15.2,29.2,-5.9,-29.2,-2.5,-1.5,-1.3,1.5
CCOC(=O)Cc1csc(/N=C/c2c(O)n(-c3ccc(C)c(C)c3)c(=O)c3ccccc23)n1,0.7,-12.9,2.6,-20.9,-24.2,20.9,-2.6,-3.3,0.4,0.2
COc1cc(N)c(Cl)cc1C(=O)OCC(=O)Nc1cccnc1Cl,-0.4,-5.7,1.4,29.3,4.9,-29.3,1.6,0.1,-0.7,-11.9
Cc1cc(C)nc(Nc2ncc(O)n2-c2ccc(C)c(Cl)c2)n1,-6.2,-13.6,0.8,0.6,-5.2,-0.6,-1.6,-1.7,0.0,-2.0
COCC1CCN(C(=O)CCc2nnc(CCCCc3ccccc3)o2)CC1,-3.8,-3.2,-1.4,-0.5,2.7,0.5,5.5,1.5,3.1,-6.8
CC(CC(=O)Nc1ccccc1)NCCCN1CCCC1=O (centres undefined),-0.4,4.2,10.3,-18.7,0.8,18.7,-2.9,-4.0,-2.0,2.7
O=c1oc(C2(O)CCCCC2)cc2ccc(Br)cc12,.,-6.8,23.4,-9.6,-13.1,9.6,1.2,-4.5,1.0,2.9
CCOC(=O)CSc1nnc(CSc2nc(C)cc(C)n2)n1Cc1ccco1,14.0,-6.9,14.4,-9.1,7.3,9.1,-11.9,0.9,-0.6,7.0
CN(Cc1ccccc1)C(=O)C1CCCN1S(=O)(=O)c1ccc(Cl)cc1 (centres undefined),-0.8,15.4,36.8,13.9,-11.7,-13.9,-3.6,3.8,-0.7,1.8
COC(=O)[C@]12C(=O)NC[C@H](CN1c1ccc(C(F)(F)F)cc1)N2C,.,-8.8,19.5,5.5,-17.2,-5.5,-2.2,-2.5,0.7,-3.8
O=C(CSCc1ccc(Cl)cc1)Nc1ccc(-c2nnc(-c3ccccc3)o2)cc1,-1.3,10.9,11.3,16.6,9.2,-16.6,-0.5,-3.4,4.3,1.3
CCC(C)NC(=O)CNC(=O)Cn1c(C)cc2ccccc2c1=O (centres undefined),.,-10.9,10.4,-26.4,-6.1,26.4,3.0,-1.1,-0.2,6.6
OCC(O)C(O)CC1SCCS1 (centres undefined),.,-26.7,4.6,1.8,0.4,-1.8,-3.5,-0.7,1.6,-5.5
COc1ccc(N(C)C(=O)CCS(=O)(=O)c2cccc3nonc23)c(OC)c1,-0.3,-4.0,1.4,-8.5,1.2,8.5,4.8,2.2,0.6,0.3
COc1cc(OC)c2c(-c3cccc(-c4ccc(OC(F)(F)F)cc4)c3)cc(=O)oc2c1,.,16.0,1.7,16.1,-8.7,-16.1,-2.9,-0.8,-2.5,0.1
N#CCCN(C(=O)Nc1ccccc1)c1ccccc1,-1.4,-20.9,-6.7,-4.6,-2.5,4.6,-2.2,-0.5,0.4,-0.4
Cc1ccnc(NS(=O)(=O)c2ccccc2)c1,-9.3,-6.4,-8.2,-8.6,-4.8,8.6,1.2,0.2,0.7,-11.6
Cc1sc(NC(=O)CSc2nc(O)cc(=O)[nH]2)nc1-c1ccccc1,2.9,-10.6,15.1,-21.3,1.5,21.3,0.7,7.3,0.3,-5.3
COCCN(C(=O)COC(=O)CCOc1cccc(C)c1)c1c(N)n(Cc2ccccc2)c(=O)[nH]c1=O,0.5,-11.5,-40.8,4.9,0.6,-4.9,-6.2,-1.0,-1.0,-6.4
COc1cc2c(cc1OC)C(C)N(C(=O)Nc1ccccc1)CC2 (centres undefined),-2.1,-16.0,-7.8,17.2,-2.6,-17.2,-3.2,-0.2,-1.1,-5.8
COCCCNC(=O)CCc1ccccc1,1.1,-5.1,10.2,-9.1,-2.0,9.1,-0.8,2.2,-0.2,-3.3

Following part
structure,NSD2 inh,PvdQ inh,Arrestin-AP2 inh,SR-BI HDL uptake,Cardiac RTF inh,SR-BI DiI-HDL act,Keap1-Nrf2 PPI,DAGLB inhibitor,LANA DNA inh,PKA-R2B act
Cc1nn(C)c(=S)[nH]c1=S,-0.1,14.8,-11.6,2.7,-9.1,-2.7,-2.7,0.0,-1.0,-3.0
CCc1c(C)nc2ncnn2c1Nc1ccccc1C,-0.3,-12.7,8.4,-8.8,-8.3,8.8,-5.2,0.5,0.0,-3.7
COC(=O)c1ccc(NC(=O)CSc2nncn2-c2cccnc2)cc1,-1.6,3.6,5.1,.,-2.6,.,-2.7,0.3,-0.8,-7.1
CCSc1nc2c(c(=O)[nH]c(=O)n2C)n1C,.,2.2,27.1,-9.1,7.5,9.1,2.3,-3.4,0.0,2.2
O=C(CSCc1ccc(Cl)cc1)Nc1ccc2c(c1)OCO2,-0.5,-7.1,-3.8,-15.9,-5.3,15.9,-1.1,-4.2,-1.0,-9.7
Cc1cc(NC(=O)CSc2nc3ccccc3c(=O)n2C(C)c2ccccc2)no1 (centres undefined),1.9,1.3,1.2,43.6,3.5,-43.6,-4.5,1.6,-0.2,-8.6
O=C(Cn1cc2c(n1)CCCC2)Nc1ccccc1Cl,.,4.3,18.8,5.8,1.5,-5.8,-3.3,-2.0,-0.2,2.6

Screening data from PubChem BioAssay.
